All columns: NCI-60 one-dose screen, growth in % after 48 h at 10 µM unless noted; 100 = growth as untreated, 0 = no growth, -100 = all killed.
PC-3 = PC-3 prostate cancer cells; 3.9% of 80,000 active
OVCAR-8 = OVCAR-8 ovarian cancer; AID 1794782; 4.4% of 81,000 active
OVCAR-4 = OVCAR-4 ovarian cancer cells; 3.7% of 80,000 active; AID 1794784
U251 = U251 CNS tumor cells; AID 1794753; 5.4% of 80,000 active
SF-268 = SF-268 CNS cancer cells. 3.1% of 82,000 active
DU-145 = DU-145 prostate cancer; 4.2% of 81,000 active; AID 1794760
OVCAR-3 = OVCAR-3 ovarian cancer; 7% of 79,000 active; AID 1794787
SK-OV-3 = SK-OV-3 ovarian cancer cells; 3.2% of 80,000 active
OVCAR-5 = OVCAR-5 ovarian cancer; 2.9% of 82,000 active
* = called active by the depositor; . = no result given; [ ] = another dose, or the depositor's remark. Rule for the calls: active = growth percent below 10; inactive = the rest.

SMILES	PC-3	OVCAR-8	OVCAR-4	U251	SF-268	DU-145	OVCAR-3	SK-OV-3	OVCAR-5
NC(=O)c1c(NC(=O)c2cccc(C(F)(F)F)c2)sc2c1CCC(=O)C2	-30*	14	-92*	7.6*	19	29	-38*	1.4*	13
CC[C@@](C)(NC(=O)C(C)(C)NC(=O)[C@@H](NC(=O)[C@@H]1CCCN1C(=O)C(C)(C)NC(=O)[C@H](CC(C)C)NC(=O)CNC(=O)C(C)(C)NC(=O)[C@@H](NC(=O)C(C)(C)NC(=O)[C@H](CCC(N)=O)NC(=O)[C@H](C)NC(=O)C(C)(C)NC(=O)[C@H](C)NC(=O)C(C)(C)NC(=O)[C@H](C)NC(=O)C(C)(C)NC(C)=O)C(C)C)C(C)C)C(=O)N[C@@H](CCC(N)=O)C(=O)N[C@@H](CCC(N)=O)C(=O)N[C@H](CO)CC1CCCCC1	15[5 µM]	88[5 µM]	58[5 µM]	29[5 µM]	33[5 µM]	35[5 µM]	19[5 µM]	18[5 µM]	20[5 µM]
CCCCC1COc2cccc3c2N1C=C/C3=C\C(=O)N(C)c1ccccc1 (stereo not given)	51	53	51	34	70	83	49	.	84
C#Cc1cc(C(=O)Nc2ccc(CNCCN3CCOCC3)c(C(F)(F)F)c2)ccc1C	89	105	79	81	86	97	94	94	99
CON1CCC[C@]2(C)[C@H]3CC[C@@H]4[C@H]5[C@@H](O)C(C)(C)CC[C@]5(CO)CC[C@@]4(C)[C@]3(C)CC[C@H]2C1(C)C	60	95	100	90	100	99	104	90	102
CCSc1nc2scc(C)c2c(=O)[nH]1	99	99	97	97	100	105	107	98	100
O=C(NNC(=O)c1ccc(-n2cc(-c3ccccc3)nn2)cc1)Nc1cccc(Cl)c1	95	96	103	90	93	109	108	96	107
O=C(NCc1ccc(Cl)cc1Cl)C1CCC(=O)N1C(=O)Nc1ccc(Cl)nc1 (stereo not given)	86	97	110	96	104	115	114	101	105
O=C(Nc1cc(-c2ccccc2)[nH]n1)c1ccc(Cl)cc1	76	84	71	70	74	78	81	63	81
CC(C)Cn1c(-c2ccccc2-c2ccccc2)nc(-c2ccccc2)c1-c1ccccc1	44	74	79	85	81	93	77	105	88
O=c1c(N2CCOCC2)c(N2CCOCC2)c1=O	97	109	100	99	106	114	113	100	90
CCOC(=O)c1cnc2c3c(noc13)CCC2	106	105	127	.	116	109	118	102	107
COc1cc(/C=C\c2cc(/C=C\c3ccc(O)c(OC)c3)n(C(=O)Nc3ccccc3OC)n2)ccc1O	101	100	108	98	99	106	105	92	107
O=C(O)c1cccc(OCc2ccccc2)c1	99	98	109	.	101	102	105	103	100
COc1ccc(C(=O)Nc2ccc(-c3ccc4c(c3)NC(=O)/C4=C\c3ccc[nH]3)cc2)cc1	27	-22*	-37*	33	0.2*	-26*	9.9*	79	52
Oc1ccccc1C=Nc1ccccc1O	70	96	97	87	89	91	87	107	97
C/C=C\c1ccc(OCc2ccccc2)c(OC)c1	100	104	105	103	96	106	103	104	92
COc1ccc(-c2c3c(N)c4c(nc3nc3c2c(C)nn3-c2ccccc2)CCC4)cc1	78	81	82	.	91	96	95	93	92
c1ccc(Nc2ncc3c(n2)-c2cccn2CC3)cc1	81	104	40	94	86	99	83	89	78
O=C(Cn1cc(CN2C(=O)c3ccc([N+](=O)[O-])cc3C2=O)nn1)Nc1ccc(F)cc1Cl	93	97	106	97	100	106	.	90	102
COc1ccc2c(c1)/C(=C1\S/C(=N/c3nnc(C)s3)NC1=O)C(=O)N2Cc1ccc(Cl)cc1	37	52	45	26	46	52	42	70	91
N=C(N)n1c(N)nc2ccccc2c1=O	88	102	99	103	110	113	100	102	99
CCSC(SCC)C(OC(C)=O)C(OC(C)=O)C(COC(c1ccccc1)(c1ccccc1)c1ccccc1)OC(C)=O (stereo not given)	66	86	81	84	90	103	95	102	106
O=C(c1ccccc1)c1ccc(Sc2ccc([N+](=O)[O-])cc2)cc1	.	85	68	91	87	76	91	89	98
C/C(O)=C1\C(=O)Nn2c(nc3c(cnn3-c3ccccc3)c2=O)N1N	97	100	98	94	102	110	116	94	99

Three entries out of the list, sorted by formula weight, falling:
SMILES	PC-3	OVCAR-8	OVCAR-4	U251	SF-268	DU-145	OVCAR-3	SK-OV-3	OVCAR-5
COc1ccc(-c2c3c(N)c4c(nc3nc3c2c(C)nn3-c2ccccc2)CCC4)cc1	78	81	82	.	91	96	95	93	92
CCCCC1COc2cccc3c2N1C=C/C3=C\C(=O)N(C)c1ccccc1 (stereo not given)	51	53	51	34	70	83	49	.	84
C/C=C\c1ccc(OCc2ccccc2)c(OC)c1	100	104	105	103	96	106	103	104	92

Just DU-145, OVCAR-5 and U251, for some of the entries so far:
Compound	DU-145	OVCAR-5	U251
C/C(O)=C1\C(=O)Nn2c(nc3c(cnn3-c3ccccc3)c2=O)N1N	110	99	94
O=C(NNC(=O)c1ccc(-n2cc(-c3ccccc3)nn2)cc1)Nc1cccc(Cl)c1	109	107	90
COc1cc(/C=C\c2cc(/C=C\c3ccc(O)c(OC)c3)n(C(=O)Nc3ccccc3OC)n2)ccc1O	106	107	98
CCSc1nc2scc(C)c2c(=O)[nH]1	105	100	97
O=c1c(N2CCOCC2)c(N2CCOCC2)c1=O	114	90	99
COc1ccc(-c2c3c(N)c4c(nc3nc3c2c(C)nn3-c2ccccc2)CCC4)cc1	96	92	.
C/C=C\c1ccc(OCc2ccccc2)c(OC)c1	106	92	103

(continued)
SMILES	PC-3	OVCAR-8	OVCAR-4	U251	SF-268	DU-145	OVCAR-3	SK-OV-3	OVCAR-5
O=C(NC1c2ccccc2Oc2ccccc21)OCCBr	93	90	95	91	108	108	107	107	106
C[n+]1ccccc1/C=C\c1c[nH]c2ccccc12	43	94	107	77	88	98	88	.	85
CCCCC(CC)COC(=O)CC(O)(CC(=O)OCC(CC)CCCC)C(=O)OCC(CC)CCCC (stereo not given)	107	.	127	.	98	96	117	106	115
CCN(CC)C1N=C(C)Nc2c1sc(=S)n2-c1ccc(OC)cc1OC (stereo not given)	83	86	96	91	95	100	98	90	83
CCOC(=O)c1[nH]cc(-c2ccccc2)c1-c1ccc(OC)cc1OC	88	96	97	101	94	110	106	88	89
CN(C)C1CCCC/C=C(/c2ccccc2)C1c1ccccc1 (stereo not given)	83	96	98	100	92	109	99	90	98
CC1(C)C2CC=C(C=C(C#N)C#N)C1C2 (stereo not given)	96	103	99	100	100	106	110	102	106
COc1ccccc1NCc1cccn1Cc1ccc(Cl)cc1	89	91	86	96	84	103	110	109	91
O=S(=O)(Nc1ccc(F)cc1F)c1ccc(-c2cnc(C3CC3)o2)cc1	42	38	47	27	45	41	13	46	52
COc1ccc2c(c1)O/C(=C\c1c(C)n(C)n(-c3ccccc3)c1=O)C2=O	97	83	68	80	98	106	82	252	91
CCOC(=O)C1CC(C(=O)OCC)C(=O)C1=O (stereo not given)	92	103	107	96	100	106	111	104	93
Cc1c(C)c(C)c([N+](=O)[O-])c([N+](=O)[O-])c1C	84	102	.	101	93	92	98	111	84
Cn1c(=O)c2c(-c3ccccc3)nc3ccc(Cl)cc3c2n(C)c1=O	102	100	105	99	98	108	114	112	95
CN=c1ccc2nc3ccc(N)cc3sc-2c1	5.5*	2.8*	-11*	.	16	75	11	30	25
COc1ccc(/C=C/c2nc(-c3n[nH]c(=O)n3-c3ccccc3)c3ccccc3n2)cc1	96	99	91	100	97	102	101	95	96
Cc1ccc(C2Nc3nc(-c4cccnc4)nn3C(N)=C2C#N)cc1 (stereo not given)	88	99	102	94	87	100	107	93	.
CCCC(=O)c1cc(-c2cc(C(=O)CCC)nc(N)n2)nc(N)n1	95	105	106	108	102	108	113	98	98
O=C(O)C1CCC(C(=O)O)O1 (stereo not given)	95	106	119	101	98	106	110	105	98
COc1ccc(-c2ccc(COc3ccc(CC4SC(=O)NC4=O)cc3)cc2)cc1 (stereo not given)	70	80	65	78	82	92	82	92	100
C=C(CN(C)C)C(=O)O	88	118	107	80	109	117	115	98	119
N#Cc1nc(-c2ccccc2)oc1N1CCN(c2ccc(F)cc2)CC1	103	105	97	106	106	109	116	131	97
Cc1cc(N(CCNc2ccnc3cc(Cl)ccc23)Cc2ccccn2)nc(N2CCCCC2)n1	62	72	57	72	72	84	78	78	79
COc1cccc(OC)c1C#N	96	105	115	106	108	117	130	103	107
O=C(O)COc1ccc(-c2cssc2=S)cc1	104	101	103	98	105	120	122	108	99
S=c1nc2oc(-c3ccccc3)c(-c3ccccc3)c2c(/N=C\c2cccs2)[nH]1	79	91	80	87	85	101	102	108	95

Entries of single compounds as entered above. Order of values: PC-3	OVCAR-8	OVCAR-4	U251	SF-268	DU-145	OVCAR-3	SK-OV-3	OVCAR-5
Cc1ccc(C2Nc3nc(-c4cccnc4)nn3C(N)=C2C#N)cc1 (stereo not given) in the list: 88	99	102	94	87	100	107	93	.
O=S(=O)(Nc1ccc(F)cc1F)c1ccc(-c2cnc(C3CC3)o2)cc1 in the list: 42	38	47	27	45	41	13	46	52

Next results follow:
SMILES	PC-3	OVCAR-8	OVCAR-4	U251	SF-268	DU-145	OVCAR-3	SK-OV-3	OVCAR-5
CCCCCCCCN(CCCCCCCC)C(C)C(O)c1ccc2cc(Br)c3ccccc3c2c1 (stereo not given)	90	100	122	103	99	111	120	96	106
COc1cc2nc(Sc3sc(N)nc3C)n(-c3ccc(Oc4ccccc4)cc3)c(=O)c2cc1OC	65	85	51	88	102	98	94	114	106
COc1cc(-c2nc(SCCC(C)C)nc(NC3CC3)c2C#N)cc(OC)c1OC	97	102	107	103	104	106	105	116	111
CCc1ccc(C(C(=O)O)N2CCN(c3cc(C)nn3-c3ccccc3)CC2)cc1 (stereo not given)	107	100	107	99	87	110	112	112	106
COc1cc2oc(-c3ccc(NC(=O)c4ccc(Cl)cc4)cc3)cc(=O)c2c(OC)c1OC	88	81	112	90	77	100	107	90	99
COC(=O)c1c2c(n3ccc(C)cc13)C(=O)c1ccccc1C2=O	49	60	82	77	75	75	68	103	116
NC(=NC1CCCCC1)c1ccc(OCCSCCOc2ccc(C(N)=NC3CCCCC3)cc2)cc1	57	67	53	44	52	74	48	70	95
NOC(=O)CC[C@H](N)C(=O)O	103[20 µM]	106[20 µM]	107[20 µM]	105[20 µM]	113[20 µM]	112[20 µM]	125[20 µM]	120[20 µM]	94[20 µM]
COc1ccccc1NC(=O)C(N=Nc1ccc(-c2nc3ccc(C)c(S(=O)(=O)O)c3s2)cc1S(=O)(=O)O)C(C)=O (stereo not given)	73	101	121	105	102	116	117	101	97
CCc1ccc(Nc2ncnc3c2c(C)nn3-c2ccc(Cl)cc2)cc1	91	102	101	104	99	104	100	90	100
COc1ccc(Oc2nc(Nc3ccc(N4CCOCC4)cc3)ncc2NC(=O)Nc2cccc(OC)c2)cc1	48	50	76	49	74	47	68	87	103
CCOc1ccc(NC(=O)Nc2cc(C(C)C)ccc2C)cc1	69	27	45	29	69	93	51	93	58
C[N+](C)(C)CC(=O)N/N=C/c1cccc([N+](=O)[O-])c1	103	106	.	98	111	112	115	112	105
O=c1n(CC2CO2)c(=O)n(CC2CO2)c(=O)n1CC1CO1 (stereo not given)	71	64	100	56	48	26	79	69	108
C=Cn1cc(C(=O)O)c(=O)c2cc(F)c(N3CCN(c4nccc(-c5nccs5)n4)CC3)cc21	8.5*	7.7*	11	5.0*	22	-4.0*	-4.5*	-36*	-26*
COc1cc(NC(C)=O)ccc1C(=O)NC(=S)Nc1ccc(S(N)(=O)=O)cc1	92	84	75	82	98	96	98	123	99
Cc1nc(N)nc(Nc2ccc(CCO)cc2)c1Br	98	102	104	100	100	108	114	.	98
COc1cc(C2=NNC(c3ccc(Oc4ccc(Cl)cc4)cc3)C2)cc(OC)c1OC (stereo not given)	84	97	77	93	97	95	100	108	104
COc1ccc(/C=C(/NC(=O)c2ccccc2)C(=O)Nc2ccc(S(N)(=O)=O)cc2)c(OC)c1	91	96	86	89	100	100	108	96	100
Nc1nc(SCc2ccc(Cl)cc2Cl)c2[nH]cnc2n1	73	99	90	88	87	91	97	82	95
O=C(O)CNC(=O)OCc1ccccc1	112	110	116	101	102	116	125	93	84
COc1ccc(-c2cn[nH]c2-c2ccc(OC)cc2O)cc1	113	94	101	94	105	117	114	111	98
CCCN1C(=O)/C(=c2\sc3n(c2=O)NC2C(N=3)N(CC)C(=O)N2CC)c2ccccc21 (stereo not given)	43	36	63	30	70	33	9.2*	64	40
O=C(OCC(Cl)(Cl)Cl)c1cc([N+](=O)[O-])cc([N+](=O)[O-])c1	84	96	106	93	96	104	102	79	92
O=C(c1ccccc1)c1ccco1	95	98	99	99	98	113	108	104	114
SMILES	PC-3	OVCAR-8	OVCAR-4	U251	SF-268	DU-145	OVCAR-3	SK-OV-3	OVCAR-5
CCNC(=O)N1N=C(c2ccc(N)cc2)c2cc3c(cc2CC1=O)OCO3	99	99	111	101	102	111	112	100	106
CC(=O)NC(Cc1cc(I)c(O)c(I)c1)C(=O)O (stereo not given)	91	103	113	102	109	116	118	98	102
CCCCCCCCCCCCCCCC(=O)NN	98	100	103	.	97	105	109	103	111
CC(C)(c1cc(Cl)c(OCCO)c(Cl)c1)c1cc(Cl)c(OCCO)c(Cl)c1	63	71	78	55	80	85	82	89	104
C=CCNCCCN1C(=O)c2ccc3c4c(ccc(c24)C1=O)C(=O)N(CCCNCC=C)C3=O	-15*	-15*	-98*	-74*	-22*	-95*	-18*	-37*	-45*
Cc1ccc(-c2nc([P+](c3ccccc3)(c3ccccc3)c3ccccc3)c(N3CCOCC3)o2)cc1	-19*	3.8*	12	12	12	13	-0.3*	-44*	19
CC1(C)OB(c2ccc(Cn3cnc4c(=S)nc[nH]c43)cc2)OC1(C)C	99[50 µM]	95[50 µM]	108[50 µM]	99[50 µM]	93[50 µM]	112[50 µM]	113[50 µM]	.	96[50 µM]
O=C(NNc1ccc(-c2ccccc2)nn1)Nc1ccc(Cl)cc1	96	101	103	102	95	109	108	.	98
COc1ccc2[nH]c3c(=O)[nH]ncc3c2c1	99	104	96	.	102	110	118	102	101
Cc1ccc(/C=C2\SC(=S)N(CC(=O)O)C2=O)cc1	99	103	97	100	94	102	.	103	98
